# 12-LOX inh – blocks human arachidonate 12S-lipoxygenase; P18054; purified 12hLO, xylenol orange hydroperoxide absorbance; Potency, µM (highest dose often 108 µM), for the others: at the top dose activity change, negative = inhibition, most hits filed as inhibitors; 1.1% of 580,000 active; active = well fitted inhibition curve with a large enough effect; inconclusive = small, poorly fitted or top-dose-only effect, or another doubt; inactive = no such curve, though single readings can be large or run the other way
# Target sequence (P18054 whole entry, looked up): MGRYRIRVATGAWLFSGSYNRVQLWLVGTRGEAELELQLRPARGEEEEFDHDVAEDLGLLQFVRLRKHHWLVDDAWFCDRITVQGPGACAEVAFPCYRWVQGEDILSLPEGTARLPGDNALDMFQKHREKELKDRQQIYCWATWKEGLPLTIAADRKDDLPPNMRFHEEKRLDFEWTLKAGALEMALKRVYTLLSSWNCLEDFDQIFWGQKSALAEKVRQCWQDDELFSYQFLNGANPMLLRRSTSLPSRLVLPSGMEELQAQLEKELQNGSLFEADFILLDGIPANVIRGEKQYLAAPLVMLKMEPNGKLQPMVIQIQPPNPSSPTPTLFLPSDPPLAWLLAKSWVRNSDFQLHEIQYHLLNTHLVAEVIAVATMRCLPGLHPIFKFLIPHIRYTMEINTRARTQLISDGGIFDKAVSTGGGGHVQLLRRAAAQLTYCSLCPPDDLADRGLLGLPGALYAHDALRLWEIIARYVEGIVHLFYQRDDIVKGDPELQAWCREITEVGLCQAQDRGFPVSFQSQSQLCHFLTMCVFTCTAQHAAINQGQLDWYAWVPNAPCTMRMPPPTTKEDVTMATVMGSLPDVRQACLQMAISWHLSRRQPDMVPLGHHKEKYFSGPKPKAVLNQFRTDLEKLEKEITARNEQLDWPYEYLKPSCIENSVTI
#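 Purified human 12hLO at 150 nM in 25 mM Hepes, 0.01% Triton X-100, pH 7.0, preincubated 15 min at room temperature with compound. Reaction started with 40 uM arachidonic acid, 30 min at room temperature. Hydroperoxide measured by Fe-xylenol orange, 573/405 nm absorbance ratio.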
# An asterisk follows results filed as active; ? = inconclusive; & = joins results of further samples; [ ] = remark or other dose. % is scaled to controls: 0 for no effect and ±100 for the full control effect; potency is read from the fitted curve at half-maximal effect.
Compound | 12-LOX inh
CC(NC(=O)c1n[nH]c(=O)c2ccccc12)c1cccc2ccccc12 (stereo not drawn) | -13%
Cc1ccc(C)c(Oc2ccc(CNC(=O)c3nccnc3N)cn2)c1 | -2%
O=C1c2cccn2CC(CNS(=O)(=O)c2ccc(F)cc2)N1Cc1ccccc1 (stereo not drawn) | 18%
Cc1ccc(NC(=O)Cn2ccn3nc4c(c3c2=O)CC(C)CC4)cc1C (stereo not drawn) | 38%[activator]
O=C(Nc1ccc(OCc2ccccc2)cc1)C1CCN(S(=O)(=O)Cc2cccc(Cl)c2)CC1 | 2%
CC(C)c1noc(-c2cn(C3CCN(C(=O)c4cccc(Br)c4)C3)nn2)n1 (stereo not drawn) | 12%
O=C(CC1C=CCC1)NC1CCN(Cc2cccc(C(F)(F)F)c2)CC1 (stereo not drawn) | 2%
COCCCNc1cc(Cl)nc2ccnn12 | ?
COC1C(=O)N(c2cccc(F)c2)C12CCN(S(=O)(=O)c1ccc(C#N)cc1)CC2 (stereo not drawn) | 27%
CC(C)c1noc(CC2CCN(C(=O)c3ccc(N(C)C)cc3)CC2)n1 | 43%[activator]
COc1cc(OC)c(C2=CCN(S(=O)(=O)N3CCCCC3C)CC2)c(OC)c1 (stereo not drawn) | -21%
O=C(CCc1ncc(-c2ccccc2Cl)o1)Nc1ccc(F)cc1 | -33%
CC(C)N1C(=O)C(Cc2nc3ccccc3c(=O)n2C)c2cc(Br)ccc21 (stereo not drawn) | -4%
O=C(Cn1nnnc1CN1CCOCC1)N1CCCC1c1ccc(F)cc1 (stereo not drawn) | 34%
Oc1ccc(C2(c3ccccc3)C=Cc3c(ccc4ccccc34)O2)cc1 (stereo not drawn) | ?
COc1ccccc1CN1CCN(C(=O)CC2CCOCC2)CC1 | 3%
O=C(CCC(=O)N1CCN(c2ccccc2)CC1)N1CCOCC1 | 20%
Cc1oc(-c2ccccc2)nc1CN1C(=O)CSc2ccc(S(=O)(=O)N3CCCCCC3)cc21 | -6%
O=C(Cn1nc2c(cc1=O)CCCCC2)Nc1nc(-c2ccncc2)cs1 | 44%
COc1ccc(C)cc1-n1ccnc1SCC(=O)Nc1nc(C)cs1 | 7%
COC(=O)[C@@H]1Cc2ncn(Cc3ccc(Cl)cc3)c2CN1C(=O)c1ccc(C#N)cc1 | 79%[activator][176 µM]
COc1ccc2cnn(CC(=O)N3CCN(c4cccc(Cl)c4)CC3)c(=O)c2c1OC | 18%
O=C(c1cc(=O)c2cc(Cl)ccc2o1)N1CCC1 | ?
CC1(C)[C@H]2CC[C@@H](CNC(=O)N3CCCC3)[C@@H]1C2 | 34%[176 µM]
CC(CC(=O)Nc1ccc(Cl)cc1)n1ccnc1 (stereo not drawn) | ?
COc1ccc(C(=O)N2CCC(CC(=O)NC3CC3)C2)cc1 (stereo not drawn) | 16%
CCCNC(=O)c1ccccc1OCc1ccc(Cl)cc1 | 16%
Cc1ccc(S(=O)(=O)N2CCC(C(=O)Nc3nc4c(s3)CC(c3ccccc3)CC4)CC2)cc1 (stereo not drawn) | 3%
CC(C)c1nnc2ccc(N3CCCC(C(=O)NCCc4ccc(F)cc4)C3)nn12 (stereo not drawn) | -3%
O=C(C1CCCCC1)N(Cc1cccnc1)c1nc2c(Cl)cccc2s1 | 12%
CSc1nc2c(c(=O)n(Cc3ccccc3)c(=O)n2C)n1Cc1ccccc1 | 23%
Cc1ccc(-c2ccc3nnc(CNC(=O)COc4ccccc4)n3n2)cc1C | -4%
O=C(NC1CCCCC1)N1CCCC1c1nnc2n1CCNC2 (stereo not drawn) | ?
Cc1cccc(C(=O)N2CCC(n3cc(-c4nc(C)no4)nn3)CC2)c1 | 9%
Cc1ccc(C)c(Cn2c(=O)c(-c3noc(C)n3)c3n(c2=O)CCCCC3)c1 | 8%
Cc1nnc(-c2cc(-c3ccsc3)ccn2)n1C(C)C | ?
C=CC[C@]12C[C@@]3(O[C@H](c4ccc(C(F)(F)F)cc4)N=C3C[C@H](c3ccc(OC)cc3)[C@H]1C)N(C1CCN(Cc3ccccc3)CC1)C2=O | 1%
O=C(O)COc1ccc(-c2nccc3c2C(=O)N(Cc2c[nH]c4ccccc24)CC(CNC(=O)Cc2ccccc2)O3)cc1 (stereo not drawn) | 50%[activator]
O=C1COc2ccc(-c3ccccc3F)nc2CN1CCOc1ccccc1 | 8%[176 µM]
COC(=O)c1sccc1S(=O)(=O)Nc1ccc(OC(F)(F)F)cc1 | 14%
Cc1c2cnn(-c3ccccc3)c(=O)c2c(C)n1C(C)C(=O)NCc1ccccn1 (stereo not drawn) | 10%
Cc1sc2nc(C(C)Sc3nnnn3C3CC3)[nH]c(=O)c2c1C (stereo not drawn) | ?
COc1ccccc1CNC(=O)c1ccc(C(C)(C)C)cc1 | 10%
Fc1ccc(C2=NC(C(F)(F)F)(C(F)(F)F)N=C3C=CC=CN32)cc1 | 51%
CC(C)(C)c1ccc2c(c1)OCCOCCOCCOc1cc(C(C)(C)C)ccc1OCCOCCOCCO2 | ?
O=C(Cn1nc2c(cc1=O)CCCC2)NC1CCCCC1 | 3%
Cc1nn(C)cc1B1OC(C)(C)C(C)(C)O1 | -1%
Cc1ccccc1C(=O)Nc1ccc(Cl)cc1C(F)(F)F | 44%
O=C(Cc1cccc(F)c1)Nc1cnc(-c2cccnc2)nc1 | 16%
COc1cc(/C=C(/C#N)c2ccc(C(F)(F)F)cn2)ccc1O | 8.9µM*

# (cont.)
Compound | 12-LOX inh
O=C(NCCc1ccccc1)C1CCN(c2cn[nH]c(=O)c2)C1 (stereo not drawn) | 20%
COCCNC(=O)C1(C)CCc2cnc(Nc3ccccc3)nc21 (stereo not drawn) | 17%[176 µM]
CCC1(CC)NC(=O)N(Cc2coc(-c3cccc(F)c3)n2)C1=O | 0%
CCOCCCNC(=O)C1CC(=O)N(CCc2c[nH]c3ccc(F)cc23)C1 (stereo not drawn) | ?
CCCc1cc(=O)n2nc(N(C)CC(=O)Nc3cccc(F)c3)sc2n1 | -6%
CCCC(C)NC(=O)c1ccccc1-c1ncc(-c2ccc(F)cc2)o1 (stereo not drawn) | ?
N#C/C(=C/c1ccccc1OC(F)F)c1nc2cc(C(F)(F)F)ccc2s1 | -48%
COc1ccc(OC2CN(C(=O)c3ccccn3)C2)cc1 | 12%[12.5 µM]
O=C(c1nc2sccn2c1Br)N1CCC(N2CCCNC2=O)CC1 | 14%
O=C1CC2CCN(Cc3cccc(C(F)(F)F)c3)CC2CCN1 (stereo not drawn) | 8%[6.33 µM]
O=C1CCC[C@H]2[C@@H](Cc3ccccc3)[C@@H](NS(=O)(=O)c3ccccc3)CC[C@]23CCCN13 | ?
O=C(CSc1ncnc2ccccc12)N(Cc1ccccc1)Cc1ccccc1 | 4%
O=C(Nc1ccc2c(c1)OCCO2)N1c2ccccc2Sc2ccccc21 | 82%[activator]
COCCC(=O)N1C[C@@H](COc2cccnc2)[C@H](c2ccccn2)C1 | 33%[activator]
COc1ccccc1N(CCC#N)C(=O)Cn1nc(C(=O)O)c2ccccc2c1=O | -21%
Cc1nsc(N)c1C(=O)OCc1csc(-c2ccccc2)n1 | 25µM*
Cc1ccc(C2Cn3cnc(C(=O)N4CCC(C(=O)NCc5cc(F)ccc5F)CC4)c3CO2)cc1 (stereo not drawn) | ?
COc1ccc2ccccc2c1CN1CCc2nnc(CNC(=O)c3cccc(F)c3)n2CC1 | -2%
COc1nccc(N2CCC(CC(=O)NCCCN3CCCC3=O)CC2)n1 | -2%
C[C@H]1COc2cc(N3CCOCC3)ccc2S(=O)(=O)N1 | -9%
CCn1c2c(c(=O)n1-c1ccccc1)CCN(C(=O)Cc1ccc3c(c1)OCO3)C2 | -10%[176 µM]
COCC(=O)N[C@H]1C[C@H]2C(=O)NC[C@@H](CCC(=O)N3CCc4ccccc43)N2C1 | -2%[176 µM]
CCOc1ccc(CN2CC[C@@](C)(O)[C@H](N3CCCC3)C2)cc1OC | 143%[activator]
Cc1[nH]c2ccc(C(=O)NC3(C)CCS(=O)(=O)C3)cc2c1C (stereo not drawn) | ?
COc1ccc(Cn2nc(-c3ccccc3)nc2C2CCC(=O)NC2)cc1 (stereo not drawn) | 23%
O=C(NCc1cccs1)C1CCN(C(=O)c2ncn3c2COC(c2ccccc2)C3)CC1 (stereo not drawn) | 12%
O=C(NCC1Cn2cccc2CN1Cc1ccccc1)NC1CCCCC1 (stereo not drawn) | 264%[activator]
COc1ccccc1-c1cc(C(=O)N2CCCC2)nc2c1cnn2C | 9%[6.33 µM]
O=C(c1ccccc1F)N1CCC(c2nc(C3CCOCC3)no2)C1 (stereo not drawn) | 0%
CC(=O)N1CCCN(C(=O)Cc2nc(-c3cccs3)oc2C)CC1 | -12%
CN(C)c1ccc(CN2CCNc3cc(-c4ccccc4)ncc3C2)cc1 | 8%[176 µM]
CCCNC(=O)Nc1cc(S(=O)(=O)N2CCOCC2)ccc1NCC1CCCO1 (stereo not drawn) | 26%
O=C(Nc1cccc(Cl)c1)NN(c1ccccc1)C1CCS(=O)(=O)C1 (stereo not drawn) | ?
CCCN(CC1CCOC1)S(=O)(=O)c1ccc(F)c(Cl)c1 (stereo not drawn) | 17%
O=C1NCC2(CCN(Cc3ccccc3)CC2)Oc2ccccc21 | 8%[6.33 µM]
COCCC(=O)N[C@H]1C[C@@H](c2nc(-c3cnccn3)no2)N(C)C1 | 8%[176 µM]
O=C(N[C@H](Cc1ccncc1)C1CC(O)C1)c1cccn2cnnc12 (stereo partly drawn) | 21%
Cc1noc(C)c1[S+](=O)([O-])N1CCC2(C1)C(=O)N(CCc1ccccc1)c1ccccc12 (stereo not drawn) | 25%&2%
Cc1ccc(NC(=O)c2cc(NC(=O)C3CC3)cc3nc(C)ccc23)cc1 | 22%
COc1ccc(N=C2NN=C(c3cc(C)n(CC4CCCO4)c3C)CS2)cc1 (stereo not drawn) | ?
COc1ccc(Oc2c(C)oc3cc(O)ccc3c2=O)cc1 | 1%
O=C(NC[C@H]1O[C@@H]2C[C@@H](CC(=O)N3CCOCC3)O[C@@H]2[C@@H]1O)Nc1cccc(Cl)c1 | 22%
O=C(c1cnccn1)N1CCC2(CC1)CC(N(Cc1ccccc1)C1CC1)CCO2 (stereo not drawn) | 15%
CN(Cc1ccccc1)C(=O)[C@H]1O[C@H](CCN2CCOCC2)CC[C@@H]1O | 6%[176 µM]
CN(CC1CCOC1)C(=O)Nc1cccc(Br)c1 (stereo not drawn) | 64%[activator]
O=C(C(=Cc1ccc(O)cc1)c1ccccc1)c1ccccc1 | ?
N#Cc1ccc(C(=O)Nc2ccc3n(c2=O)C[C@H]2C[C@@H]3CN(C(=O)c3ccccn3)C2)cc1 | 7%
CCC(CC)NC(=O)CC1CCCN(c2cnn(CCOC)c(=O)c2)C1 (stereo not drawn) | -6%
COc1ccc(NC(=O)N2C[C@@H]3C[C@H](C2)c2ccc(NS(=O)(=O)c4ccc(NC(C)=O)cc4)c(=O)n2C3)cc1 | ?
Cc1cnc(C2CCC2)n1CCNS(=O)(=O)c1cc(F)ccc1F | 42%

# Among those listed so far, 4 have an aryl thioether with sulfur outside any ring.
Compound | 12-LOX inh
COc1ccc(C)cc1-n1ccnc1SCC(=O)Nc1nc(C)cs1 | 7%
CSc1nc2c(c(=O)n(Cc3ccccc3)c(=O)n2C)n1Cc1ccccc1 | 23%
Cc1sc2nc(C(C)Sc3nnnn3C3CC3)[nH]c(=O)c2c1C (stereo not drawn) | ?
O=C(CSc1ncnc2ccccc12)N(Cc1ccccc1)Cc1ccccc1 | 4%

# Reformatted with each value named: three of the compounds above.
structure: O=C(C(=Cc1ccc(O)cc1)c1ccccc1)c1ccccc1
  12-LOX inh: ?

structure: O=C(Nc1cccc(Cl)c1)NN(c1ccccc1)C1CCS(=O)(=O)C1 (stereo not drawn)
  12-LOX inh: ?

structure: CC(=O)N1CCCN(C(=O)Cc2nc(-c3cccs3)oc2C)CC1
  12-LOX inh: -12%

# The listing continues:
Compound | 12-LOX inh
Cn1cnc2cc(Nc3ccc(Cl)cc3F)cc(C(=O)NCc3cccnc3)c21 | 7%[176 µM]
Cc1cc(C)c2oc(=O)cc(CN(C)CCO)c2c1 | ?
N#Cc1ccc(CN2CCC3(CC2)COc2ccccc2NC3=O)cc1 | 64%[activator][176 µM]
COC[C@H]1NC(=O)CC[C@H]1C(=O)N1CCN(c2cccc(C)c2)CC1 | 35%[activator]
O=C(CN1C(=O)NC2(CCOCC2)C1=O)Nc1cccc(Br)c1 | 9%
O=C(Cc1ccccn1)N1CCCN(c2nc3ncccc3o2)CC1 | 17%
CCOC(=O)CN1CCN(C(=O)CCc2cc3ccc(C)cc3[nH]c2=O)CC1 | -16%
Cc1ccccc1OCCN(C)Cc1cc(=O)oc2cc(O)ccc12 | -23%
Cc1ccc(CN2CCC3(CC2)CN(C2CCC2)CC3CO)o1 (stereo not drawn) | 97%[activator]
COCCNC(=O)CS(=O)(=O)Cc1nc(-c2ccccc2C)oc1C | 30%
Cc1oc2c(c(C)cc3o/c(=N/O)c4c(c32)CCCC4)c1C | ?
NCCn1cc(C(=O)NCC(c2cccnc2)N2CCCCC2)nn1 (stereo not drawn) | -10%
CC(C)CNC(=O)N1CCC(N2C(=O)C3(CCCCC3)C2c2ccncc2)CC1 (stereo not drawn) | 56%[activator]
Cn1cc(C2=C(c3c4n(c5ccccc35)CCC(CN)C4)C(=O)NC2=O)c2ccccc21 (stereo not drawn) | ?
O=C(c1ccccc1)N1CCN(C(=O)c2nnn3c2COC(c2ccccc2)C3)CC1 (stereo not drawn) | 19%

# Screens: PubChem BioAssay, National Center for Advancing Translational Sciences (NCATS)

# Only part of the results is shown, so the mix of outcomes need not match the whole.
